Assay outcomes as filed in PubChem.
FLuc inhib CS: firefly luciferase enzyme inhibitors, primary screen, artefact control for luciferase-based inhibitor screens, biochemical, luminescence, ATPLite; Luciferin 4-monooxygenase (Photinus pyralis), P08659; 10 min; inhibition, % at 10 µM; actives 1.5% (n = 200,000);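 active means inhibition above about 50% when tested at 10 µM, limit read from the data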
FLuc act counter: FLuc activators, initial screening, artefact control for FLuc-dependent activation tests, biochemical, ATPlite luminescence; activation factor at 10 µM; 200,000 tested, under 10 active; ATPlite luciferase biochemical, 10 min; 0 = ATP-free wells, 1 = DMSO control; Luciferin 4-monooxygenase (Photinus pyralis), P08659;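 active means luciferase activation factor, scaled between plate controls, of at least 2 with compound at 10 µM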
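Material: Luciferase/luciferin reagent mix | Doses: Test compounds dosed from 2 mM stocks in 100% DMSO | Timing: 10 min incubation after luciferase reagent addition, room temperature | Measured by: Luminescence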
APP 5'UTR act: activators of APP 5'UTR luciferase reporter, primary screen, SH-SY5Y cells; activation, % at 2 µM; SH-SY5Y APP 5'UTR luciferase reporter, luminescence; zero percent = DMSO vehicle wells; actives 1% (n = 190,000);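 active means activation above a set limit, based on mean plus 3 SD of controls, cut at about 140% in these data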; further: values of inactives mirror those of a sister screen read the other way
NF-kB neuron act: activators of NF-kB expression in neurons, primary screen, cell-based, HTS. human neuronal cells, NF-kB reporter expression; stronger effect = higher value. fold change at 12.5 µM. actives 1.6% (n = 190,000). AID 1239, 2008; in the data active means fold change above about 3.3
Diaph act CS: compounds boosting diaphorase resazurin reduction – biochemical, uHTS, resorufin fluorescence, counter-screen for diaphorase-coupled primary assays, primary screen; Diaphorase/resazurin coupled assay, 16 min; stronger effect = higher value; 1 = vehicle wells, 0 = NADH-free wells; activation factor at 20 µM; actives 0.005% (n = 190,000); AID 1229, 2008;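 active means diaphorase activity raised at least twofold by the compound at 20 µM; inactive means activation factor below 2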
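test system = bacterial diaphorase enzyme (C. kluyveri) | quantity = enzyme 0.07 U/mL final | reagent = NADH substrate 0.114 mM plus resazurin dye 0.1 mM, final | incubation = 16 min enzyme reaction, ambient temperature | buffer or medium = HEPES pH 7.4 buffer with MgCl2 and Tween 20 | signal = fluorescence of resorufin, 544 nm excitation, 590 nm emission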
Diaph inh CS: diaphorase inhibitors and chemical oxidizers, primary screen, counter-screen for diaphorase-coupled primary assays, biochemical, uHTS, resorufin fluorescence | diaphorase resazurin-to-resorufin fluorescence, NADH, 16 min; bacterial (C. kluyveri) enzyme, not human | inhibition, % at 20 µM | actives 0.69% (n = 190,000);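 active means primary screen inhibition at 20 µM above a set limit, cut at about 50% in these data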;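 further: plate controls were DMSO with full reaction for no effect and wells lacking NADH for full effect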
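Test system: diaphorase enzyme from Clostridium kluyveri; amount: diaphorase at 0.14 U/mL in enzyme working solution; detection: fluorescence of resorufin formed from resazurin, Ex 544/Em 590 nm; times: reaction incubation of 16 min at room temperature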
APP transl inh: inhibitors of APP translation via 5'UTR reporter, primary screen, APP 5'UTR luciferase, SH-SY5Y cells; SH-SY5Y APP 5'UTR-luciferase reporter, luminescence; inhibition, % at 2 µM; actives 0.82% (n = 190,000); AID 1285, 2008;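 active means inhibition above a set limit, derived from the sample mean plus 3 SD, cut at about 45% in these data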; further: values of inactives mirror those of a sister screen read the other way
STAT1 activator: STAT1 signaling activators, primary screen, cell-based, HTS, luciferase reporter | NIH 3T3 STAT1-luciferase reporter, IFN-gamma, luminescence; 100% = IFN-gamma alone, no compound | activation (% of control), % at 5.5 µM | actives 2.6% (n = 200,000) | AID 932, 2007;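 active means activation above the screen-wide mean activation plus 3 SD, cut at about 130% in these data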;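 further: raw ratio to IFN-gamma control signal so 100% means no change and 0% no light; values of inactives mirror those of a sister screen read the other way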
G6PDH counter: L. mesenteroides G6PDH inhibitors, counter-screen for G6PDH-coupled screening assays, biochemical, Leuconostoc mesenteroides enzyme; glucose-6-phosphate dehydrogenase [Leuconostoc mesenteroides]; Purified L. mesenteroides G6PDH, diaphorase/resazurin coupled fluorescence, 45 min; inhibition, % at 5 µM; actives 0.12% (n = 200,000); AID 1020, 2008; in the data active means inhibition above about 50%
TLR4-MyD88 BLA: inhibitors of TLR4-MyD88 association in cells, primary screen, cell-based, HeLa CL3-4, BLA complementation, FRET ratio. HeLa CL3-4 TLR4/MyD88 BLA complementation. inhibition, % at 8.4 µM. actives 0.18% (n = 200,000); in the data active means inhibition above about 25%;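 further: 0% = vehicle and 100% = reference inhibitor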
Target sequence (O00206 whole entry, looked up): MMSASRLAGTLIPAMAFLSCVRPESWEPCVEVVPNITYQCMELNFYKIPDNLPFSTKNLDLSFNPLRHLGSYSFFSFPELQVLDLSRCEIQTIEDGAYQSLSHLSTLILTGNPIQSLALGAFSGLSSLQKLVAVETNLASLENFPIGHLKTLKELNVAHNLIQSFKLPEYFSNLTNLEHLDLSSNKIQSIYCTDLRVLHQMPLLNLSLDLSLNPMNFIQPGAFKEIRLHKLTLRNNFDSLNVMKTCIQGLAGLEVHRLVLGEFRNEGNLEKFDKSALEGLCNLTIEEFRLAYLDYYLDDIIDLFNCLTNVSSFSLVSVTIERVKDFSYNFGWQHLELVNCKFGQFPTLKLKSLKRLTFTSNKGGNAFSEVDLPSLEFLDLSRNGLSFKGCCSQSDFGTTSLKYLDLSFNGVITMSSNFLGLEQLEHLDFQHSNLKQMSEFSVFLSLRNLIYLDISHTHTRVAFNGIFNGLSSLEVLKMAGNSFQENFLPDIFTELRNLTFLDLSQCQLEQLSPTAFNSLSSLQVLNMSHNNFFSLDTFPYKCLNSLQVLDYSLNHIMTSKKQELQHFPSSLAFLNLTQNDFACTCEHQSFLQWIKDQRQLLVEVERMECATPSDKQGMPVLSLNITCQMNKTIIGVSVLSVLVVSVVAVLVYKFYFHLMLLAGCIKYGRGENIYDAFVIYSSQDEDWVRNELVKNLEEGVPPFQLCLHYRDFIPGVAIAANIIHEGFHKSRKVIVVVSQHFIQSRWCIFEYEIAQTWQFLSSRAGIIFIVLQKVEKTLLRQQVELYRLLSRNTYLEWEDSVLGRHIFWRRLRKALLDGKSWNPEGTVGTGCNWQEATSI
Target sequence (Q99836 whole entry, looked up): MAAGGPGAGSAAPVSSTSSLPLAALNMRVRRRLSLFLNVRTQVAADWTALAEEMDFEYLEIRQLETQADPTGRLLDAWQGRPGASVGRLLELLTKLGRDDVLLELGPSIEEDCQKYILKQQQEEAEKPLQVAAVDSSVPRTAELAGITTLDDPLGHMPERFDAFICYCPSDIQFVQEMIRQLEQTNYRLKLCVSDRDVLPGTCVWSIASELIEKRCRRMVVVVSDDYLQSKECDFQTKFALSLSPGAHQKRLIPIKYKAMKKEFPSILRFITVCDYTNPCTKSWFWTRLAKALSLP
* hit, by the source's call; . = not tested or not shown.

Screens in order – FLuc inhib CS	FLuc act counter	APP transl inh	NF-kB neuron act	Diaph act CS	Diaph inh CS	TLR4-MyD88 BLA	G6PDH counter	APP 5'UTR act	STAT1 activator
1: CCOC(=O)Cn1c(=NC(=O)CSC(C)=O)sc2ccccc21
 : -8	1.1	-8	1.3	0.9	7	-4	-23	8	114
2: Nc1cc(=O)[nH]n1C1CCN(c2ccccc2)CC1
 : -6	1.1	-2	0.79	0.7	27	-2	-2	2	103
3: CC(O)CNCCCOc1cccc(C(F)(F)F)c1 (stereo unspecified)
 : 0	1	-40	1.2	1.1	-7	-19	7	40	104
4: Cc1cc(C)c2nc3nc(C)c(C)cc3c(N)c2c1
 : 1	1	4	0.84	1	1	-6	22	-4	143*
5: COc1cc2cc(CN(CCO)S(=O)(=O)c3ccccc3Cl)c(=O)[nH]c2cc1OC
 : -12	1.1	-21	1	0.8	20	-4	-5	21	98
6: CCCCOc1ccc(-c2nnn(CCC(=O)N3CCOCC3)n2)cc1
 : 16	0.8	-13	1.8	1	3	-2	1	13	121
7: Cc1[nH]c(=O)[nH]c(=O)c1S(=O)(=O)N(C)Cc1ccccc1
 : -1	1	-3	1.1	1	-1	-14	1	3	95
8: Cc1nn(C(=O)c2ccco2)c(C)c1Sc1ccc(Cl)cc1
 : -8	1.1	.	1.1	0.9	14	6	17	.	86
9: COC(=O)COc1ccc(NS(=O)(=O)c2cccc([N+](=O)[O-])c2)cc1
 : -5	1.1	4	1.4	0.9	15	4	10	-4	108
10: CCCCNC(=S)N(C)/N=C/c1ccc(OCC(=O)Nc2c(C)cc(C)cc2C)c(OC)c1
 : -11	1.1	-24	0.92	0.9	5	-1	6	24	102
11: CCOc1ccc(NC(=O)CSc2ncnc3c2sc2ccccc23)cc1
 : -1	1	1	1.3	1.1	-7	8	-24	-1	98
12: COc1ccc(OC)c(NC(=O)COc2ccc(S(=O)(=O)NC(C)C)cc2)c1
 : -9	1.1	-11	0.85	0.9	12	0	9	11	98
13: CSc1ccc(S(=O)(=O)NCc2ccccc2C)cc1
 : -3	1	16	1.5	0.9	13	-15	3	-16	100
14: Fc1ccc(Oc2nc(-c3ccccc3)nnc2C(F)(F)F)cc1
 : -1	1	-6	1.1	0.9	13	3	4	6	89
15: CCCNC(=O)CCC(=O)Nc1ncc(-c2ccc(C)cc2)n1C
 : -5	1.1	-8	1.3	1	-1	-6	10	8	98
16: CCN(CC)S(=O)(=O)c1cnccc1N1CCN(c2cccc(Cl)c2)CC1
 : -6	1.1	13	0.76	0.8	17	2	-7	-13	94
17: Cc1cccc(C)c1OCC(O)Cn1ccnc1C (stereo unspecified)
 : -4	1	4	1	0.9	14	.	-2	-4	.
18: COc1cc2c(cc1OC)CN(C(=S)Nc1c(C)cccc1C)CC2
 : -3	1	-18	1.1	0.9	11	-7	-3	18	101
19: CC(=O)N1CCN(c2cc3c(cc2F)c(=O)c(C(=O)O)cn3C2CC2)CC1
 : -6	1.1	4	1.1	0.9	11	1	2	-4	104
20: COCCSc1ccccc1C(=O)Nc1cc(C)cc(C)c1
 : -8	1.1	14	1.1	0.9	7	14	7	-14	90
21: Nc1c(NCCN2CCCCC2)c2ccccc2oc1=O
 : 0	1	-7	0.97	0.7	26	17	26	7	106
22: C(/C=C/c1ccccc1)=N/N1CCN(c2ccccc2)CC1
 : 0	1	-12	1.1	1	0	7	-23	11	126
23: O=c1c2ccccc2nc(N/N=C/c2c(O)ccc3ccccc23)n1O
 : 88*	0.1	57*	2.6	0.9	12	-5	-18	-57	93
24: CCCCNC(=O)CC1N=C2c3ccccc3N=C(SCC(=O)Nc3cccc(OC)c3)N2C1=O (stereo unspecified)
 : -8	1.1	-6	1.1	0.9	13	-8	0	6	109
25: O=C(O)C1CCN(c2ncccn2)CC1
 : -5	1.1	8	1.1	0.9	7	10	3	-8	96
26: Fc1ccccc1N1CCN(C(c2ccccn2)c2nnnn2C2CCCCC2)CC1 (stereo unspecified)
 : -4	1	-4	0.97	0.9	12	-6	3	4	93
27: COc1ccc(NC(=O)CSc2c3c(nc4cc(Cl)ccc24)CCCC3)cc1OC
 : -7	1.1	6	1.2	0.8	22	5	-3	-6	91
28: O=C(Nc1ccc2c(c1)OCCO2)c1cc2ccccc2o1
 : 92*	0.1	-225	9.2*	0.8	19	-10	-1	225*	82
29: O=C(OCc1cncs1)c1cccs1
 : -3	1	12	1.6	0.9	6	11	5	-12	105
30: O=c1cc(N2CCCC2)[nH]c(=O)n1-c1ccc(Cl)cc1
 : -2	1	-15	1.4	0.9	12	4	6	15	104

The list goes on, starting with the last 3 of the part before.
Screens in order – FLuc inhib CS	FLuc act counter	APP transl inh	NF-kB neuron act	Diaph act CS	Diaph inh CS	TLR4-MyD88 BLA	G6PDH counter	APP 5'UTR act	STAT1 activator
28: O=C(Nc1ccc2c(c1)OCCO2)c1cc2ccccc2o1
 : 92*	0.1	-225	9.2*	0.8	19	-10	-1	225*	82
29: O=C(OCc1cncs1)c1cccs1
 : -3	1	12	1.6	0.9	6	11	5	-12	105
30: O=c1cc(N2CCCC2)[nH]c(=O)n1-c1ccc(Cl)cc1
 : -2	1	-15	1.4	0.9	12	4	6	15	104
31: CCC(CO)N=CC1=C(O)C(C(=O)c2ccccc2)CCC1=O (stereo unspecified)
 : -2	1	-24	1.1	0.9	6	6	3	24	106
32: CCOc1ccc(C(=O)Nc2ccc(Cc3ccncc3)cc2)cc1Br
 : -4	1	-12	0.89	0.9	10	-15	3	12	93
33: COCCCNC(=O)CN(CCc1ccccc1)S(=O)(=O)c1ccc(C)cc1
 : -4	1	-8	1	0.9	7	0	17	8	102
34: CCCn1c(=O)c(Cc2ccccc2)c(O)c2ccccc21
 : -2	1	-5	1.1	0.8	17	22	16	5	104
35: CCOCCCNC(=S)N1C2CCC1CC(NC(=O)NC13CC4CC(CC(C4)C1)C3)C2 (stereo unspecified)
 : -8	1.1	-6	1	1	-5	-4	-8	6	98
36: Cn1c(=O)c2c(SCc3c(F)cccc3Cl)nc(CC(C)(C)C)nc2n(C)c1=O
 : -4	1	-7	0.98	0.9	14	5	-5	7	106
37: Cc1ccc(NC(=O)COC(=O)C(NS(=O)(=O)c2ccc(Cl)cc2)C(C)O)cc1C (stereo unspecified)
 : -3	1	-2	1.1	0.9	15	-6	11	2	107
38: CCn1c(SCC(=O)Nc2ccc(OC)c(OC)c2)nnc1-c1cccs1
 : -9	1.1	7	1.1	0.9	10	-4	1	-7	107
39: O=C(NCc1ccccn1)Nc1ccc2c(c1)OCO2
 : 8	0.9	-17	1.8	0.9	10	1	14	17	106
40: Cc1ccc(NC(=O)NNC(=O)c2ccccc2)cc1
 : 0	1	1	1.3	1	-2	-3	18	-1	104
41: COc1ccccc1/C=C/C(=O)OCC(=O)c1c(N)n(C)c(=O)n(C)c1=O
 : -7	1.1	3	1.2	1	4	-15	-9	-3	97
42: C=CCn1c(SCC(=O)Nc2cc(C)c(Cl)cc2OC)nnc1-c1ccco1
 : -6	1.1	7	0.82	0.8	17	3	4	-7	102
43: CCN(CCn1cccn1)C(=O)CCc1nnc(-c2ccc3c(c2)OCO3)o1
 : -4	1	-6	1.4	0.9	13	-9	8	6	117
44: CN(C)CCNc1oc(COc2ccc(Cl)cc2Cl)nc1C#N
 : -4	1	4	1	1.3	-30	2	0	-4	97
45: C=C(C(=O)c1ccccc1)C(c1ccccc1)C(C)C(=O)c1ccccc1 (stereo unspecified)
 : -3	1	-6	1.9	0.8	15	14	-4	6	96
46: O=C(Nc1ccccc1C(F)(F)F)N1CCN(c2ccccn2)CC1
 : -4	1	-10	1.1	0.9	11	5	0	10	100
47: COc1cccc(CNC(=O)c2cnc(-c3ccccn3)nc2C(F)(F)F)c1
 : -4	1	15	0.97	0.8	16	3	2	-15	100
48: CCCc1nnc(NC(=O)Cn2c(=O)sc3ccccc32)s1
 : -10	1.1	6	1.3	0.9	11	6	13	-6	103
49: CCOC(=O)Cn1c(CN2CCOCC2)nc2c1c(=O)n(C)c(=O)n2C
 : -2	1	-4	1.1	1.1	-10	-6	6	4	102
50: COc1ccccc1CNC(=O)CN1CCN(S(=O)(=O)c2cccs2)CC1
 : -1	1	-19	1.1	0.9	5	-21	1	19	96
51: C/C(=C\C(=O)C(F)(F)F)Nc1ccc(C(F)(F)F)cc1
 : -5	1.1	-20	0.99	0.8	20	4	-18	20	108
52: CCN(CC)CCNC(=O)c1ccc2c(=O)n(C3CCCC3)c(=S)[nH]c2c1
 : -4	1	12	0.74	1	5	6	8	-12	103
53: COc1ccc(-c2nc3ccccn3c2NCc2ccc3c(c2)OCO3)cc1
 : 43	0.6	-38	1.3	0.8	22	3	-4	38	109
54: S=C(NCCc1ccccc1)Nc1ccccc1Cl
 : -6	1.1	-19	1.5	1	0	10	-8	19	106
55: Cc1noc(C)c1COC(=O)Cn1c(C)nc2ccccc21
 : -2	1	-6	1.1	1	0	-3	-3	6	95
56: CCOC(=O)C1CCN(C(c2ccccn2)c2c(C)[nH]c3ccccc23)CC1 (stereo unspecified)
 : -13	1.1	9	1.3	0.9	11	11	4	-9	96
57: COc1ccc(NS(=O)(=O)c2cc(NC(=O)Cc3cccs3)ccc2C)cc1
 : -2	1	0	0.96	0.8	25	-1	14	0	107
58: CCC(C)NC(=O)c1ccccc1NC(=O)CN(c1ccc(OC)cc1)S(C)(=O)=O (stereo unspecified)
 : -4	1	-15	0.69	0.9	9	4	3	15	98
59: CC1(C)CC(CC(=O)O)CC(C)(C)N1
 : -4	1	-20	1.5	1	-4	-21	6	20	98
60: CCc1nnc(NS(=O)(=O)c2ccc(NC(=S)NC(=O)c3ccc(OC)c(OC)c3)cc2)s1
 : 0	1	1	0.99	0.8	16	-4	13	-1	97

Going on with the list:
Screens in order – FLuc inhib CS	FLuc act counter	APP transl inh	NF-kB neuron act	Diaph act CS	Diaph inh CS	TLR4-MyD88 BLA	G6PDH counter	APP 5'UTR act	STAT1 activator
61: Cc1c(Br)cccc1NC(=O)c1sccc1-n1cccc1
 : -1	1	-7	1.2	0.9	8	9	1	7	99
62: Cc1ccc(NC(=O)CC(C(=O)O)c2ccccc2)cc1 (stereo unspecified)
 : -3	1	-5	1	0.9	5	-9	-1	5	92
63: C/C(=N/OC(=O)c1c(-c2ccccc2Cl)noc1C)c1cnccn1
 : -3	1	-11	0.92	1	-1	-15	10	11	100
64: CCOc1ccc(-c2nc3scc(-c4cccs4)c3c(=O)[nH]2)cc1
 : -4	1	-20	1.2	0.9	9	-8	4	20	114
65: COc1cccc(OCCCOc2ccc([N+](=O)[O-])cc2Cl)c1
 : 3	1	-5	1.3	0.8	22	0	0	5	92
